Source: PubChem BioAssay (several laboratories)
sdo1 growth: restores growth of sdo1-depleted yeast | S. cerevisiae sdo1-depleted JHY4D growth rescue, OD600 30 h; active compounds read high; pdr5 snq2 efflux-pump mutant strain | z-score at 10 µM | 140,000 tested, 0.21% active | AID 817;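 active = z-score above 3 at both the 24 hr and the 30 hr optical density reads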;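 note: z-score against mean and SD of all compound wells on the same plate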
INS promoter inh: TRM-6 insulin promoter activity inhibition; TRM-6 cells (human fetal islet line), insulin promoter-eGFP reporter, imaging; reporter expression induced with tamoxifen; inhibition, % at 2 µM; 130,000 tested, 0.9% active;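 active = inhibition above the mean plus 3 SD, with well images judged a real hit on visual review, cut at about 60% in these data, passing the limit was not always enough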
sdo1 growth Rescue 24 h: also measured in sdo1 growth; calls as there; z-score; S. cerevisiae sdo1-depleted JHY4D growth rescue, OD600; measured here: growth rescue at 24 h;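 0 is the plate mean of compound wells and units are plate SD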
The depositor's hits bear a star; x = not tested or not shown. An excerpt. The share of hits here may be higher or lower than overall.

SMILES	sdo1 growth	sdo1 growth Rescue 24 h	INS promoter inh
CC(C)c1ccc(NC(=O)C2CC(=O)N(C(C)C)C2)cc1 (stereo not drawn)	-0.71	-1.4	-5
COCCCNC(=O)CSc1nc2cc3c(cc2c(=O)n1CCCC(=O)NCc1ccc(OC)cc1)OCO3	x	x	-30
O=C(Cn1cc2c(n1)CCCC2)NCc1cccs1	0.49	-0.73	x
Nc1c(C(=O)NCCc2ccccc2)nnn1Cc1ccc(Br)cc1F	x	x	60
COc1cccc(CNC(=O)C(c2ccc(Cl)cc2)C(C)C)c1 (stereo not drawn)	-1.4	-1.4	-8
COc1ccc(N2C(=S)N=C(Nc3cccc(C)c3)C23CCCCC3)cc1	-1.4	-1.4	0
Cc1ccc(CNC(=O)C2CCC(=O)N2C2CCCCC2)cc1 (stereo not drawn)	0.18	-0.61	-23
COc1ccc2nc(NS(=O)(=O)c3ccc(NC(C)=O)cc3)sc2c1	0.5	-0.05	19
CCOCC(=O)Nc1cc(C(F)(F)F)ccc1Oc1cccc(Br)c1	-0.11	0.04	x
COC(=O)NC(=S)Nc1ccc(Oc2ccc(Cl)cc2Cl)c(Cl)c1	-1.6	-0.23	-37
O=C(CSc1ccc2c(c1)OCCO2)Nc1cccnc1Cl	x	x	14
Cc1ccc(NC(=O)c2sc3nc(C)nc(N4CCN(c5ccccn5)CC4)c3c2C)c(C)c1	x	x	-32
CS(=O)(=O)c1ccc(C(=O)NCC2(N3CCCCC3)CCCCC2)cc1	0.47	0.44	-26
COCCn1cnnc1SCC(=O)Nc1cc(OC)c([N+](=O)[O-])cc1C	x	x	42
CC(C)CCC(C)N=Cc1c(O)n(Cc2ccccc2)c(=O)c2ccccc12 (stereo not drawn)	-0.44	-0.07	46
CCOC(=O)CSc1n[nH]c(NC(=O)c2ccccc2)n1	-0.83	-1.2	18
O=[N+]([O-])c1ccc(N=Cc2ccc(Br)c([N+](=O)[O-])c2)cc1	0.97	0.33	0
Cc1nc(N2CCC3(CC2)OCCO3)c2nnn(Cc3ccccc3F)c2n1	-1.4	-0.82	14
COc1cc(C2=NOC(C(=O)NCc3ccc(F)cc3)C2)cc(OC)c1OC (stereo not drawn)	0.66	2.1	-100
O=C1c2ccccc2C(=O)N1CCCn1c(=O)oc2ccccc21	1.2	1.2	31
CCC(C)[C@@H](C(=O)NCC1CCC(C(=O)O)CC1)n1nnc2ccccc2c1=O (stereo partly drawn)	1.1	1.2	31
CCCCOC(=O)CCN1C(=O)/C(=C2\SC(=S)N(CCC(=O)OCCCC)C2=O)SC1=S	0.77	-0.25	x
CC1CCCC(NC2CCCCNC2=O)C1 (stereo not drawn)	0.37	-0.01	31
Cc1cccc(C2Nc3ccccc3C(=O)N2NC(=O)c2ccc([N+](=O)[O-])cc2)n1 (stereo not drawn)	0.18	-0.2	24
COc1cccc(/C=N/n2c(N)nc3ccccc32)c1OC	-2.2	-2.1	20

A draw from above in order of length of the SMILES, low to high.
SMILES	sdo1 growth	sdo1 growth Rescue 24 h	INS promoter inh
COc1cccc(/C=N/n2c(N)nc3ccccc32)c1OC	-2.2	-2.1	20
CCOC(=O)CSc1n[nH]c(NC(=O)c2ccccc2)n1	-0.83	-1.2	18
CCC(C)[C@@H](C(=O)NCC1CCC(C(=O)O)CC1)n1nnc2ccccc2c1=O (stereo partly drawn)	1.1	1.2	31

(continued)
SMILES	sdo1 growth	sdo1 growth Rescue 24 h	INS promoter inh
Cc1cc(=O)n2nc(N3CCC(C(=O)NC(C)c4ccccc4)CC3)sc2n1 (stereo not drawn)	1.3	1.1	-23
COc1ccccc1OCC(=O)NCc1cccs1	-0.47	-1.3	-29
CC(=O)n1nc2nc(C)cc(C)c2c1N	0.46	0.04	0
N#CCC(=O)Nc1ccc(C(=O)NCc2ccccn2)cc1	x	x	45
COc1ccc(C(=O)Oc2ccc3c(C)cc(=O)oc3c2C(C)=O)cc1	1.1	2.7	-19
CCOc1ccc(NC(=O)c2cccnc2C(=O)O)cc1	0.55	-0.53	50
C=CCn1c(COC)nnc1SCC(=O)c1ccc(F)cc1	-0.25	-0.11	12
O=c1ccnc(Sc2ncccc2[N+](=O)[O-])[nH]1	0.27	-0.7	-278
Cc1nn(-c2nnc(NC3CCCCC3)nn2)c(C)c1Br	-0.71	-0.33	-8
CCOC(=O)Cc1cnc(NC(=O)CSc2nc3ncnc(N)c3[nH]2)s1	x	x	53
Cc1ccc(Oc2ncccc2/C=N/OCc2ccc(Cl)cc2Cl)cc1	-0.17	-0.38	24
COc1ccc(C(=O)Nc2cnn(Cc3ccc(Cl)cc3)c2)cc1OC	-0.13	0.57	-31
CCNC(=S)Nc1nc2c(cc1C(=O)OCC)CCCC2	0.4	-0.3	-11
O=C(CCc1ccccc1)NNC(=O)C1CCCCC1	0.82	0.35	8
O=C1CC(c2cccc(Cl)c2)c2cc3c(cc2N1)CCC3 (stereo not drawn)	-2	-1.4	x
C(=N\N(Cc1ccccc1)c1ccccc1)/c1cccnc1	x	x	-24
CCN1CCN(c2ccc(N=Cc3ccccc3O)cc2)CC1	x	x	44
Cc1ccc(S(=O)(=O)N2CCC(C(=O)N[C@H](C(=O)NC3CCS(=O)(=O)C3)C(C)C)CC2)cc1 (stereo partly drawn)	1.2	1.4	16
COc1ccc(S(=O)(=O)N(C)CC(=O)N2CCC(C(N)=O)CC2)cc1Cl	0.84	0.28	13
CC(C)(CO)NCC(=O)Nc1cc(C(F)(F)F)cc(NC(=O)CNC(C)(C)CO)c1Cl	0.26	-0.07	-30
C/C(=N\NC(=O)c1ccccc1C)c1ccc(NC(=O)c2cccs2)cc1	0.66	0.88	x
O=C(CCN1CCc2ccccc2C1)Nc1ccc2c(c1)OCO2	0.5	-0.41	33
Cn1ncc(Cl)c(Oc2ccccc2)c1=O	-0.87	-1.2	-19
CCOC(=O)CNC(=O)CSc1ccc2nnc(-c3cccnc3)n2n1	x	x	0
CCOc1cccc(CNc2ccc(O)cc2)c1OCc1ccccc1Cl	-2.5	-2.6	x

Gathered by group, the compounds so far with fluorine (six)
SMILES	sdo1 growth	sdo1 growth Rescue 24 h	INS promoter inh
Nc1c(C(=O)NCCc2ccccc2)nnn1Cc1ccc(Br)cc1F	x	x	60
CCOCC(=O)Nc1cc(C(F)(F)F)ccc1Oc1cccc(Br)c1	-0.11	0.04	x
Cc1nc(N2CCC3(CC2)OCCO3)c2nnn(Cc3ccccc3F)c2n1	-1.4	-0.82	14
COc1cc(C2=NOC(C(=O)NCc3ccc(F)cc3)C2)cc(OC)c1OC (stereo not drawn)	0.66	2.1	-100
C=CCn1c(COC)nnc1SCC(=O)c1ccc(F)cc1	-0.25	-0.11	12
CC(C)(CO)NCC(=O)Nc1cc(C(F)(F)F)cc(NC(=O)CNC(C)(C)CO)c1Cl	0.26	-0.07	-30

Further entries
SMILES	sdo1 growth	sdo1 growth Rescue 24 h	INS promoter inh
Cc1ccc(S(=O)(=O)Cn2nnnc2C(c2ccccc2)N2CCN(c3ncccn3)CC2)cc1 (stereo not drawn)	-0.53	0.8	0
CCCC(=O)NC(Nc1ccccc1OC)C(Cl)(Cl)Cl (stereo not drawn)	0.23	0.49	4
CC1CN(C2=CC(=O)CCC2)CC(C)O1 (stereo not drawn)	x	x	-8
Cc1ccc(N2C(=O)CSC2c2ccc3c(c2)OCO3)cc1 (stereo not drawn)	0.34	0.12	0
O=C(CC(c1ccco1)C1CCCCC1=O)c1ccccc1 (stereo not drawn)	-1.2	-0.98	-29
Cc1oc2cc(OC(=O)c3ccco3)ccc2c(=O)c1-c1nc2ccccc2n1C	0.27	-0.19	36
CC1CN(Cc2nc3c(c(=O)n(C)c(=O)n3C)n2CCN2CCOCC2)CC(C)O1 (stereo not drawn)	0.87	0.89	x
Cc1ccc(-c2nc3ncccn3c2Nc2ccc3c(c2)OCCO3)o1	-0.47	-0.45	-7
CCN(CC)S(=O)(=O)c1cnccc1N1CCN(c2cccc(Cl)c2)CC1	-1.7	0	-67
O=C1c2cccnc2C(=O)N1C1CCCCC1	1.1	1.4	-57
COc1ccc(Cn2c(-c3ccco3)nc3oc4cc(OC)ccc4c(=O)c3c2=O)cc1	-1	-0.56	43
C=CCNc1oc(-c2ccc(OC)cc2)nc1C#N	0.77	0.63	43
CCOC(=O)Cc1csc(NC(=O)CSc2nnc(C(C)C)n2CC)n1	0.87	0.58	57
CC(=O)Nc1nonc1C(=O)N1CCC(C)CC1	0.76	0.22	40
O=C(Cn1cc(C(=O)C2CC2)c2ccccc21)NCc1ccccc1	-0.15	-0.29	-338
N#C/C(=C(/O)COC(=O)c1cccnc1Cl)c1nc2ccccc2[nH]1	x	x	-33
Fc1ccc(-c2nc(-c3cccs3)[nH]c2-c2ccc(F)cc2)cc1	-1.8	-0.87	14
O=C(CCc1nc(-c2cccs2)no1)NCc1ccc(F)cc1Cl	-0.64	0.9	x
C=C(C)C1CC=C(C)/C(=N/NC(=O)COc2ccc(C)cc2)C1 (stereo not drawn)	0.28	0.94	3
CC1=CS/C(=C(/C#N)C(=O)N2CCOCC2)N1c1ccccc1	-0.22	-1.1	-29
Cc1ccc(C(C(=O)NC2CCCC2)N(C(=O)CCC(=O)Nc2cc(C)on2)c2ccccc2)cc1 (stereo not drawn)	-1.1	-1.1	-343
N#CC1(Nc2ccccc2)C(=O)Nc2ccccc21 (stereo not drawn)	-0.21	-1.5	50
CCOC(=O)N1CCN(Cc2c(F)cccc2Cl)CC1	1.4	1.5	-70
Cc1ccc2c(c1)C(O)(CC(=O)c1ccc3c(c1)OCO3)C(=O)N2 (stereo not drawn)	0.15	-0.1	6
CC(C)(C)c1cc(C(=O)N2CCN(c3ncccn3)CC2)ccn1	-0.24	-0.27	x
Following part.
SMILES	sdo1 growth	sdo1 growth Rescue 24 h	INS promoter inh
Cc1ccc(NC(=O)Cn2nc(C)cc2C)cc1	0.35	0.37	x
Cn1c(-c2ccco2)nc2cc3ccccc3cc21	-1.2	-1.1	x
O=C(CCNS(=O)(=O)c1cccc2nsnc12)NC1CCCc2ccccc21 (stereo not drawn)	-0.14	-0.42	x
O=C(Nc1cccc(NC(=O)c2sc3ccccc3c2Cl)c1)c1ccco1	0.65	1.3	-20
CCOc1ccccc1NC(=S)N1CCN(c2nc(-c3cccc(OC)c3)cs2)CC1	x	x	0
Cc1nn(CCC(N)=O)c2nc(-c3cccs3)cc(C(F)(F)F)c12	0.59	0.03	3
CCN(CC)S(=O)(=O)c1ccc2c(c1)N(CC(=O)N(CCc1ccncc1)C(C)C)C(=O)CO2	x	x	18
CC[n+]1c(/C=C/c2ccc(N(C)C)cc2)ccc2ccccc21	-1.6	-0.27	x
O=C(CC12CC3CC(CC(C3)C1)C2)N/N=C\c1ccc[nH]1	x	x	-41
Cc1ccc2nc(N3C(=O)C(O)=C(C(=O)c4ccc(C)o4)C3c3cccc(O)c3)sc2c1 (stereo not drawn)	x	x	27
Cc1cccc(-c2cc3nc(C)cc(NCCCn4ccnc4)n3n2)c1	-0.13	-0.04	57
CCc1nnc(NC(=O)CSc2nnc(-c3ccco3)n2CC)s1	1	0.96	21
Nc1nc(=S)[nH]c2c1C1(CCCCC1)Cc1ccccc1-2	-0.05	-0.21	4
CC(C)C(=O)N1C2CCC1CC(O)(c1ccc(F)cc1)C2 (stereo not drawn)	1.2	1.1	-14
C=C(C)CNC(=S)N/N=C1\CCCCc2ccccc21	-1.2	-0.86	x
O=C(CSc1nnc(-c2ccco2)n1Cc1ccco1)N1CCOCC1	-0.1	-0.67	23
COc1cccc(-n2cnc3scc(-c4cccs4)c3c2=O)c1	-1.3	-0.52	-15
CCCS(=O)(=O)N1CCC(C(=O)NC2CCCCC2C)CC1 (stereo not drawn)	0.2	-0.18	x
CC(C)Cc1nnc(NC(=O)CSc2nc(N)cc(=O)[nH]2)s1	0.17	0.44	x
COc1ccc(NC(=O)CCCn2c(=O)c3sccc3n(Cc3ccc(C)cc3)c2=O)cc1	-1.1	-0.62	x
Cc1cc(-c2n[nH]c(=S)n2CC(C)C)cs1	1.7	2.2	14
CCCCCC(=O)NC(=S)NNC(=O)c1ccc([N+](=O)[O-])cc1	-0.4	-0.55	x
CN1CCN(CCC(=O)Nc2cccc(F)c2)CC1	0.8	1.2	x
CSc1nc2ccc(NC(=O)C3=NN(c4ccccc4)C(=O)CC3)cc2s1	x	x	-36
COc1ccccc1N1CCN(C(=O)CCCn2c(=O)[nH]c3ccsc3c2=O)CC1	-0.34	-0.96	x

Reformatted: entries from further up.
> CC(C)C(=O)N1C2CCC1CC(O)(c1ccc(F)cc1)C2 (stereo not drawn)
  sdo1 growth: 1.2
  sdo1 growth Rescue 24 h: 1.1
  INS promoter inh: -14

> C=C(C)CNC(=S)N/N=C1\CCCCc2ccccc21
  sdo1 growth: -1.2
  sdo1 growth Rescue 24 h: -0.86
  INS promoter inh: x

More entries follow.
SMILES	sdo1 growth	sdo1 growth Rescue 24 h	INS promoter inh
C/C(Cc1ccccc1)=N\NC(=O)CNC(=O)c1ccc(C(C)(C)C)cc1	0.38	0.28	0
O=C(NC1CCCCC1)c1cccnc1C(=O)O	1.6	1.9	-29
Cc1nn(Cc2ccccc2Cl)c(C)c1NC(=O)c1nc2ncccn2n1	0.61	0.26	25
N#C/C(=C/c1cc(Br)cs1)C(=O)NCC1CCCO1 (stereo not drawn)	0.41	-0.51	9
Cc1cc(C)cc(N2CC(C)(C)C2=O)c1	x	x	-12
COc1cc(/C=C/C(=O)c2c(O)ccc3c(C)cc(=O)oc23)ccc1O	-2.1	-1.4	27
O=C(c1ccco1)N1CCN(C(c2ccc(F)cc2)c2nnnn2CC2CCCO2)CC1 (stereo not drawn)	0.42	-0.23	67
O=C(CCC(=O)N1CCN(S(=O)(=O)c2ccccc2)CC1)c1cccs1	0.03	-0.63	42
Cc1cccc(OC(C)C(=O)N(Cc2cccs2)C2CCS(=O)(=O)C2)c1C (stereo not drawn)	0.32	0.46	-44
COc1ccccc1N1CCN(C(=O)CCC(=O)O)CC1	x	x	22
